# PTHR1 agonist – qHTS for PTHR1 Agonists: Primary Screen. actives 0.075% (n = 410,000). Potency, µM (highest dose often 115 µM), inactives show at the top dose activation, actives largely listed as activators. HEK293 GP2 PTHR1 cells, GloSensor cAMP luminescence, 1 h; note: potency is the fitted concentration of half-maximal effect; nearly all actives have a fitted effect of over 55% in size; some results filed as inactive show a strong effect at the top dose; inactives centre near -15; many of its hits are not listed in these tables
# Target sequence (Q03431 whole entry, looked up): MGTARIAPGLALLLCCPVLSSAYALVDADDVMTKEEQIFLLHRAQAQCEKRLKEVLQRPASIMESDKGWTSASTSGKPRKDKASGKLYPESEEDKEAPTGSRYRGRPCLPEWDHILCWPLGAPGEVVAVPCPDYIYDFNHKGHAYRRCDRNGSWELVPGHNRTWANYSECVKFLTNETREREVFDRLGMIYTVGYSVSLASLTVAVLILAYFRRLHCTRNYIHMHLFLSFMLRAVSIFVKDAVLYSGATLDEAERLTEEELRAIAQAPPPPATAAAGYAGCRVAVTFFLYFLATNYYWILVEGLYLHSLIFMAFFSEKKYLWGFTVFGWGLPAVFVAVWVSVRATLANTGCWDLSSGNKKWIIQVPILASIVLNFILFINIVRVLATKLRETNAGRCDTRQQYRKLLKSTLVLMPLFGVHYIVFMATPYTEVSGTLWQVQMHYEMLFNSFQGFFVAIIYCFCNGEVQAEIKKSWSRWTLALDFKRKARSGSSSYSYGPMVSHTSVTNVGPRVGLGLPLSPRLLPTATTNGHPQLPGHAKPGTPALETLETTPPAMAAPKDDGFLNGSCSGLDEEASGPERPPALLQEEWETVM
#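 HEK-293-derived GP2 cells expressing PTHR1 and a GloSensor cAMP reporter, 3,000/well, plated overnight, given luciferin plus IBMX (each 0.5 mM as added) for 1 h at 37 °C, then compound for 1 h at 37 °C. Luminescence was read after 15 min at room temperature.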
# D3 antag – qHTS of D3 Dopamine Receptor Antagonist: qHTS | D3R cells, DiscoveRx beta-arrestin luminescence, antagonist mode; stronger effect = lower value | max response, negative = inhibition, % | actives 2.5% (n = 360,000); in the data active = max response below about -50%; inconclusive = no clear call, values can overlap the other calls; note: % is set by controls: 0 for no effect and ±100 for the full control effect; mostly tested at two doses, the higher about 12 µM
# Target sequence (P35462 whole entry, looked up): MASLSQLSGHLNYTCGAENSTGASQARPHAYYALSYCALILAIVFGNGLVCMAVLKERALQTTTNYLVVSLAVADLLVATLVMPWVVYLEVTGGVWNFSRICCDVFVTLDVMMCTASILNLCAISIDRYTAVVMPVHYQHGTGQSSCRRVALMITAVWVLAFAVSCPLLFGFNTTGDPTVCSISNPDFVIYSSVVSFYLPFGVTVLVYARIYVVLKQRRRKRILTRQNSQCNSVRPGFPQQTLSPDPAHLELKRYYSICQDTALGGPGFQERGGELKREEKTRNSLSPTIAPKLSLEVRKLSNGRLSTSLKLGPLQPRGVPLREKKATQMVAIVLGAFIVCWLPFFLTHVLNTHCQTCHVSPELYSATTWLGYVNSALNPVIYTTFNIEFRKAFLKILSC
#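 Cells plated overnight at 1500 cells/well, then exposed to library compounds with dopamine controls for 90 minutes at 37 degrees C. DiscoveRx reagent added for 30–60 minutes at room temperature; luminescence read, quantitative HTS format.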
# pAkt inh – HTS Assay for Inhibitors of Akt Phophorylation: Primary Screen. Neuro2A IGF-stimulated pAkt S473 HTRF, 20 min; stronger effect = lower value. activity change, % for hits at 50 µM. actives 0.32% (n = 360,000). AID 651550, 2012; in the data active = activity change below about -80%; inconclusive = mostly about -51% to -80%; note: % is set by controls: 0 for no effect and ±100 for the full control effect
#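 Neuro2A cells in DMEM with 0.5% FBS, overnight at 37 deg C, given compound at single 50 µM final, then IGF (6 nM final) for 20 min at 37 deg C. Lysed; phospho-Akt Ser473 by HTRF after 24 h, 665/615 ratio.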
# MmCpn inh – Inhibitors of TCP-1 ring complex (TRiC) of Methanococcus maripaludis (MmCpn): qHTS; Potency, µM (highest dose often 76.9 µM), for inactives: at the top dose activity, negative = inhibition, most hits filed as inhibitors; Chaperonin Mm-Cpn (Methanococcus maripaludis); purified Mm-Cpn ATPase, ADP Transcreener TR-FRET; actives 0.031% (n = 330,000); AID 504842, 2011; note: potency is the fitted concentration of half-maximal effect; % is set by controls: 0 for no effect and ±100 for the full control effect; nearly all actives have a fitted effect of over 80% in size
#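 Purified archaeal Mm-CPN (25nM final) preincubated 10 min at 37degC with compound, then 10uM ATP for 30 min at 37degC; ADP measured by HTRF Transcreener TR-FRET; buffer 30 mM TRIS pH 7.4, 100mM KCl, 5mM MgCl2, 1mM DTT.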
# EPAC2 agonist – qHTS for Agonist of cAMP-regulated guanine nucleotide exchange factor 4 (EPAC2): primary screen; Rap guanine nucleotide exchange factor 4 (Homo sapiens), Q8WZA2; EPAC2 activation, biochemical qHTS; response scale: 100% = 6.5 mM cAMP response; Potency, µM (highest dose often 154 µM), for inactives: at the top dose activation, hits mostly activators; actives 0.079% (n = 360,000); note: potency is the fitted concentration of half-maximal effect; nearly all actives have a fitted effect of over 50% in size
#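 qHTS, titration series. 100 nM EPAC2 / 250 nM Rap1B-BODIPY-GDP / 50 uM GDP; RT; ex 480/em 540 nm, 5-min reads to 30 min. Norm. to 6.5 mM cAMP = activation.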
# EPAC2 antag – qHTS for Antagonist of cAMP-regulated guanine nucleotide exchange factor 2 (EPAC2): primary screen | EPAC2 GEF exchange of Rap1B-BODIPY-GDP, fluorescence | Potency, µM (doses to about 114 µM), inactives show at the top dose activity, negative = inhibition, most hits filed as inhibitors | actives 0.18% (n = 360,000); note: potency is the fitted concentration of half-maximal effect; % is set by controls: 0 for no effect and ±100 for the full control effect; nearly all actives have a fitted effect of over 45% in size; many of its hits are not listed in these tables
# CCT chaperon mod – High-Throughput Screening for Modulators of Cytosolic Chaperonin Activity | AID 651819, 2012 | actives 0.3% (n = 360,000) | activity change, % (test concentration not listed), hits read low | purified chaperonin ATPase assay, HTRF ADP detection, 30 min; in the data active = activity change below about -30%; note: % is set by controls: 0 for no effect and ±100 for the full control effect
#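 Nucleotide hydrolysis assay: TRiC at 20–40 nM final (set by batch activity) with 10 uM ATP, 30 min at 37 °C, in presence of 76 uM compound. Detection by competitive ADP HTRF, 30 min ambient.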
# D3 ag – qHTS of D3 Dopamine Receptor Agonist: qHTS; D(3) dopamine receptor (Homo sapiens), P35462; D3R DiscoveRx beta-arrestin cells, luminescence, 90 min; max activation, %; actives 0.58% (n = 410,000); AID 652048, 2013; in the data active = max activation above about 30%; note: 0% is about no effect; mostly tested at two doses, the higher about 12 µM
#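 Agonist-mode cell screen: cells plated at 1500/well and incubated overnight at 37 °C, then exposed to library compounds for 90 min at 37 °C. Detection reagent was added for 30–60 min at room temperature, and luminescence was read.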
# * = called active by the depositor; i = inactive; u = inconclusive; x = not tested or not shown; & = joins results of further samples; [ ] = dose if it differs, or a comment. Unless noted, calls come from the whole dose curve; as a rule, active = well fitted curve in the direction sought with a large enough effect; inconclusive = small, poorly fitted or top-dose-only effect, or another doubt; inactive = no such curve, though single readings can be large; an effect the other way counts as inactive or inconclusive. A portion of the library; rates above refer to the full screens.
# Codes – A = PTHR1 agonist; B = D3 antag; C = pAkt inh; D = MmCpn inh; E = EPAC2 agonist; F = EPAC2 antag; G = CCT chaperon mod; H = D3 ag
COc1cc2c(cc1OC)CN(C(=O)CSc1nnc(C)s1)CC2
  A = -6%	B = 0	C = i	D = 1%	E = 6%	F = -1%	G = -2.1	H = -12
O=C(CN1C(=O)c2ccccc2C1=O)OCC(=O)c1ccc(F)cc1
  A = i	B = -2	C = i	D = 1%	E = -3%	F = -5%	G = -0.8	H = -2
CN(Cc1nc2ccccc2c(=O)[nH]1)C(=O)c1cccc(S(=O)(=O)N2CCCCCC2)c1
  A = -9%	B = 12	C = i	D = 1%	E = 6%	F = 3%	G = 1.2	H = 2
O=C(O)c1cc(O)c2c(c1)[C@@H]([C@H]1c3cc(C(=O)O)cc(O)c3C(=O)c3c(O[C@@H]4O[C@H](CO)[C@@H](O)[C@H](O)[C@H]4O)cccc31)c1cccc(OC3O[C@H](CO)[C@@H](O)[C@H](O)[C@H]3O)c1C2=O (some centres undefined)
  A = -23%	B = -56*	C = i	D = -1%	E = 8%	F = u	G = -5.0	H = 0
CCOC(=O)CCn1nc(-c2ccccc2)cc1N
  A = i	B = -15	C = i	D = 0%	E = -1%	F = 12%	G = 1.6	H = -4
CN(CC(=O)Nc1ccc(F)cc1)C(=O)COC(=O)Cc1c(F)cccc1Cl
  A = 18%	B = -10	C = i	D = 0%	E = 11%	F = 15%	G = -4.6	H = -16
CC(C)CN(C(=O)Cn1c(C(F)(F)F)nc2ccccc21)c1c(N)n(Cc2ccccc2)c(=O)[nH]c1=O
  A = -34%	B = 2	C = i	D = x	E = 2%	F = 0%	G = 0.2	H = 18
Cc1cc(C)nc(NS(=O)(=O)c2ccc(NC(=O)COc3ccccc3)cc2)n1
  A = -2%[57.5 µM]	B = 20	C = i	D = -2%	E = 3%	F = 10%	G = -1.7	H = 1
COc1ccc(-c2ccc(C(=O)NCc3ccccc3)c3occc23)c(C)c1
  A = -66%[inhibitor]	B = -23	C = i	D = x	E = 7%	F = 8%	G = -6.1	H = 2
COc1ccc(CNc2nc3ccccc3n2C)c(O)c1
  A = -17%	B = -6	C = i	D = 4%	E = 13%	F = -6%	G = -0.3	H = 2
CC(=O)NNS(=O)(=O)c1ccccc1[N+](=O)[O-]
  A = i	B = -17	C = i	D = -1%	E = 16%	F = 2%	G = -1.7	H = -6
CN(C)S(=O)(=O)c1ccc(C(=O)Oc2coc(CSc3ncccn3)cc2=O)cc1
  A = i	B = 24	C = i	D = -1%	E = 17%	F = 1%[57.1 µM]	G = 0.0	H = 0
Cn1c(=O)n(CCC(=O)O)c2ccccc21
  A = i	B = 7	C = i	D = 1%	E = 1%	F = -3%	G = -2.4	H = -1
Cc1cc(C)c(C#N)c(SCC(=O)Nc2cccc(S(=O)(=O)N3CCCC3)c2)n1
  A = -6%	B = -7	C = i	D = -11%	E = 14%	F = 11%	G = -1.0	H = -26
CCCCNC(=O)C1(C)CCN1C(=O)c1ccccc1Br (centres undefined)
  A = 0%	B = 51	C = i	D = x	E = 7%	F = -7%	G = -2.0	H = 11
CC(=O)Nc1cccc(NC(=O)CSc2ccc(C(F)(F)F)cc2[N+](=O)[O-])c1
  A = i	B = 4	C = i	D = 0%	E = -15%	F = 9%	G = -4.8	H = 0
CC(CCc1ccccc1)NC(=O)CCN1N=C(c2ccccc2)CCC1=O (centres undefined)
  A = i	B = 12	C = i	D = 0%	E = -2%	F = 3%	G = -2.7	H = 6
O=[N+]([O-])c1ccccc1OCCCN1CCOCC1
  A = i	B = u	C = i	D = 2%	E = 1%	F = 0%	G = -3.0	H = -45
CC(=O)c1ccc(N2CCN(C(=O)c3cc(S(=O)(=O)N4CCOCC4)ccc3C)CC2)cc1
  A = -22%	B = 20	C = i	D = 0%	E = 1%	F = 16%	G = 1.1	H = 6
CC(=O)Nc1nc(-c2ccc(Cl)cc2)ns1
  A = -26%	B = -11	C = i	D = 0%	E = 8%	F = -4%	G = 0.2	H = 4
Oc1cc(Cc2ccccc2)cnc1CN1CCCCC1
  A = i	B = 11	C = i	D = 0%	E = -4%	F = 4%	G = -2.2	H = 1
COc1ccc(CNC(=O)CCSCc2cccc(F)c2)cc1
  A = -5%	B = 14	C = i	D = 2%	E = 10%	F = -12%	G = 0.7	H = 4
O=C1C2C3CC(C(Br)C3Br)C2C(=O)N1CC1CCCO1 (centres undefined)
  A = -13%	B = -3	C = i	D = -1%	E = 6%	F = 1%	G = -4.8	H = 4
C[C@H]1NC(=O)[C@@]2(C)[C@H](c3ccccc3)[C@H]3COc4ccccc4[C@@H]3N2C1=O
  A = -18%	B = 7	C = i	D = 0%	E = 0%	F = 0%	G = -0.1	H = 17
CCc1ccc(C2CC(=O)N(c3ccc(F)cc3)C3=C2C(=O)OC3)cc1 (centres undefined)
  A = -23%	B = -15	C = i	D = -1%	E = 4%	F = 9%	G = 1.0	H = 1
N#CC1=C(SCC(=O)c2ccc(Br)cc2)NC2=C(C(=O)CCC2)C1c1ccco1 (centres undefined)
  A = -17%[57.5 µM]	B = -59*	C = i	D = -6%	E = 5%	F = -3%	G = -3.7	H = 1
Nc1nonc1-n1nnc(C(=O)N/N=C/c2ccc3c(c2)OCO3)c1-c1ccccc1
  A = -7%	B = -2	C = i	D = 0%	E = 4%	F = 17%	G = 0.6	H = 3
CC(=O)Nc1ccc(C(=O)OCC(=O)N2CCCC2=O)cc1
  A = -27%	B = u	C = i	D = 2%	E = 1%	F = 28%	G = 3.9	H = -3
COC(=O)c1ccc(CN2C(=O)C(C)ON=C2c2ncccc2C)o1 (centres undefined)
  A = -22%	B = u	C = i	D = x	E = -6%	F = -16%	G = -0.6	H = -5
CCOc1ccc(N(CC(=O)Nc2ccccc2C)S(=O)(=O)c2c(C)noc2C)cc1
  A = -25%	B = -29	C = i	D = 1%	E = 9%	F = -7%	G = -1.8	H = -7
CC(O)C(NS(=O)(=O)c1ccc(Cl)cc1)C(=O)OCC(=O)Nc1cccnc1Cl (centres undefined)
  A = -3%	B = 22	C = i	D = -2%	E = 7%	F = -6%	G = -29	H = -9
CCOC(=O)c1ccc(S(=O)(=O)NNC(=O)COc2ccccc2C)cc1
  A = i	B = 13	C = i	D = 2%	E = -5%	F = 8%	G = -4.6	H = 0
O=C(COC(=O)Cc1ccccc1[N+](=O)[O-])NCc1ccc(Cl)cc1
  A = -19%	B = -10	C = i	D = 0%	E = 2%	F = -2%	G = -1.8	H = 0
Cc1nn(Cc2ccc(F)cc2)c(C)c1NC(=O)c1cc2ncc(Br)cn2n1
  A = i	B = 4	C = i	D = -6%	E = 5%	F = 4%	G = -0.5	H = 5
O=C(O)CC(NS(=O)(=O)c1c(F)cc(F)cc1Br)c1ccccc1Cl (centres undefined)
  A = i	B = 6	C = i	D = -4%	E = 5%	F = 4%	G = 0.6	H = 9
COc1ccc(O)c(/C=N/NC(=O)c2ccc(CSc3nc(C)cc(C)n3)cc2)c1
  A = -38%[inhibitor]	B = 12	C = i	D = 1%	E = -3%	F = 4%	G = -3.0	H = 4
Cc1ccc(-c2nc(C(=O)O)cs2)cc1
  A = -20%	B = 1	C = i	D = -9%	E = 6%	F = 7%	G = 0.4	H = 2
O=C(Nc1c2c(nn1-c1ccccc1)CS(=O)C2)c1ccc(S(=O)(=O)N2CCOCC2)cc1 (centres undefined)
  A = -15%	B = 0	C = i	D = -6%	E = 1%	F = 0%	G = 2.1	H = 2
COc1cc(Br)c(C(C)NC(=O)c2ccc(C)cc2)cc1OC (centres undefined)
  A = -22%	B = 19	C = i	D = 2%	E = 9%	F = -3%	G = 1.6	H = 10
O=C(O)c1ccc(NC(=O)c2ccco2)c(NC(=O)c2ccco2)c1
  A = i	B = -4	C = i	D = -2%	E = 2%	F = -1%	G = 0.1	H = -4
Cc1ccc(S(=O)(=O)N2CCC(=O)N(CCOC(=O)Nc3ccc(C)c(C)c3)CC2)cc1
  A = -23%	B = 0	C = i	D = 3%	E = 16%	F = -3%	G = -0.7	H = -9
O=C(NC1C(=O)NNC1c1ccc(Cl)cc1)c1ccc(F)cc1 (centres undefined)
  A = i	B = -19	C = i	D = -1%	E = 7%	F = -2%[57.1 µM]	G = 0.7	H = -8
CCCCN(CC)CCNC(=O)c1cc2c(-c3ccc(Cl)cc3)nn(C)c2s1
  A = 22%	B = -62*	C = i	D = -3%	E = 8%	F = 2%	G = -1.2	H = -13&-11
CC(C)CCN1CCN(Cc2nc3c(s2)CCCC3)CC1CCO (centres undefined)
  A = -6%	B = 3	C = i	D = 1%	E = 19%	F = 12%	G = -0.1	H = -10
O=S(=O)(Cc1ccccc1)Nc1cccc(F)c1
  A = i	B = 22	C = i	D = 1%	E = -2%	F = -3%	G = -0.9	H = -10
CSc1nnc(Cc2cc(=O)[nH]c(=O)[nH]2)n1-c1cccc(C)c1
  A = -7%[57.5 µM]	B = 2	C = i	D = 0%	E = 4%	F = 4%	G = -0.1	H = 9
Cc1cc2nc(-c3cccc(Cl)c3)c(Cc3ccsc3)n2c(C)c1Br
  A = i	B = 2	C = i	D = x	E = -7%	F = -1%	G = 0.0	H = -2

# Single records (already shown). Values in the order: PTHR1 agonist | D3 antag | pAkt inh | MmCpn inh | EPAC2 agonist | EPAC2 antag | CCT chaperon mod | D3 ag
# Shown for `CSc1nnc(Cc2cc(=O)[nH]c(=O)[nH]2)n1-c1cccc(C)c1` : -7%[57.5 µM] | 2 | i | 0% | 4% | 4% | -0.1 | 9
# Shown for `CC(C)CCN1CCN(Cc2nc3c(s2)CCCC3)CC1CCO` (centres undefined) : -6% | 3 | i | 1% | 19% | 12% | -0.1 | -10
# Shown for `CCCCN(CC)CCNC(=O)c1cc2c(-c3ccc(Cl)cc3)nn(C)c2s1` : 22% | -62* | i | -3% | 8% | 2% | -1.2 | -13&-11
# Shown for `Cc1cc2nc(-c3cccc(Cl)c3)c(Cc3ccsc3)n2c(C)c1Br` : i | 2 | i | x | -7% | -1% | 0.0 | -2
# Shown for `O=S(=O)(Cc1ccccc1)Nc1cccc(F)c1` : i | 22 | i | 1% | -2% | -3% | -0.9 | -10

# Bioassay records (PubChem BioAssay)
